Compound activity: PubChem BioAssay, National Center for Advancing Translational Sciences (NCATS)
KCNH2 3.1 inh – qHTS for Inhibitors of KCHN2 3.1: Mutant qHTS | AID 720553, 2013 | Potassium voltage-gated channel subfamily H member 2, brain isoform KCNH2 3.1 (human) | hit rate 0.95% among 340,000 | activity change, % (tested at about 1.8 µM) | U2OS KCNH2 3.1, thallium flux FluxOr; hits give low values;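 active = maximum activity change below -70%; inconclusive = maximum activity change from -70% to -50%; inactive = maximum activity change above -50%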;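 note: thallium influx rate constant from kinetic fluorescence after stimulation buffer; % is set by controls: 0 for no effect and ±100 for the full control effect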
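Thallium flux read-out: FluxOr dye with Red40 quencher in HBSS/HEPES, 45 min at RT. Rate constants from kinetic reads were normalized to positive and negative DMSO controls. Cells: U2OS virally expressing the 3.1 isoform.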
A-T KAP1 phos – qHTS Assay for Identifying a Potential Treatment of Ataxia-Telangiectasia; […] A-T fibroblasts, KAP-1 phosphorylation AlphaLISA; neocarzinostatin DNA damage 30 min before lysis; Potency, µM (titrated, usually from 57.5 µM), for the others: at the highest dose activation, hits mostly activators; hit rate 0.19% among 320,000; note: potency is the fitted concentration of half-maximal effect; % of control where 0% means no effect; nearly all actives have a fitted effect of over 45% in size
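ATM-like activity read as KAP-1 phosphorylation via AlphaLISA donor/acceptor antibody pairs after lysis and 6 hr at 25C. Cells were ATM-null patient fibroblasts ([…], hTERT), dosed 60 min, then exposed to the DSB inducer NCS for 30 min.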
Mito fusion yeast – qHTS Assay for Small Molecule Inhibitors of Mitochondrial Division or Activators of Mitochondrial Fusion; S. cerevisiae fusion-defective mutant growth rescue, CellTiterGlo 48 h; Potency, µM (doses to about 46.1 µM), for the others: at the highest dose growth rescue (activation), most hits filed as activators; hit rate 0.23% among 320,000; AID 485298, 2010;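 note: potency is the fitted concentration of half-maximal effect; % of control where 0% means no effect; nearly all actives have a fitted effect of over 45% in size; temperature-sensitive fusion mutants such as fzo1-1 at 37 °C on non-fermentable ethanol glycerol medium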
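Luminescent cell viability in 1536-well qHTS format served as the measure of rescued growth in ts fusion-mutant S. cerevisiae cultured on non-fermentable YPEG for 48 hours at 37C.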
TSHR antag – Antagonists of the Thyroid Stimulating Hormone Receptor: HTS campaign | Thyrotropin receptor (Homo sapiens), P16473 | TSHR-expressing cells, TSH-stimulated cAMP HTRF, 2 h; hits give low values | activity change, negative = inhibition, % at 11.5 µM | hit rate 0.2% among 330,000 | AID 504810, 2011;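 active = activity change below a set negative limit, meaning inhibition stronger than a set level, cut at about -70% in these data; inconclusive = activity change between two set negative limits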; note: % is set by controls: 0 for no effect and ±100 for the full control effect
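Cell-based HTRF cAMP assay; TSHR cells + compound, TSH EC80 (4nM final), 2 h, 37 deg C. Lysis with anti-cAMP cryptate and cAMP-d2, 30 min RT, read 665/620 nm.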
USP2a inh – qHTS Assay for Inhibitors of Ubiquitin-specific Protease USP2a Using CHOP2 as the Reporter | USP2 core, Ub-CHOP2 coupled fluorogenic reporter, 485/531 | hit rate 0.01% among 330,000 | AID 463254, 2010 | Potency, µM (top dose mostly 38.3 µM), inactives show top-dose activity change, negative = inhibition, actives largely listed as inhibitors;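 note: potency is the fitted concentration of half-maximal effect; plate controls were DMSO wells for no effect and full inhibition by NEM control for full effect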
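Deubiquitinase activity read as fluorescence (485/531 nm) after Ub-CHOP2 cleavage activates the enterokinase reporter on its substrate; USP2 core 10nM, Ub-CHOP2 and substrate 25nM each, 30min compound preincubation then 60min RT; data normalized to NEM, curves fitted.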
TCR act – Activators of T cell receptors: qHTS campaign; primary human leukocytes, anti-CD3, IL-2 HTRF, 48 h; Potency, µM (series often up to 9.22 µM), for inactives: at the top dose activation of IL-2 secretion, most hits filed as activators; 330,000 tested, under 10 active; note: % of control where 0% means no effect
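IL-2 produced over 48 hr by a-CD3 bead-stimulated primary human leukocytes exposed to compounds was detected with a homogeneous time-resolved FRET immunoassay, 665nm acceptor signal after 320nm excitation.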
TRPV1 agonist – HTS Assay for Compounds that Act as Agonists of the Vanilloid Receptor 1; TRPV1-expressing cells, Fluo-8 calcium influx, agonist mode; activation, % at 8.33 µM; hit rate 0.19% among 320,000; in the data active = activation above about 80%; inconclusive = between about 30% and that limit; note: 0% is about no effect
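Cells expressing TRPV1 were dye-loaded with Fluo-8 and read kinetically: 10 s baseline, 3 min after compound (agonist portion), then 2 min after EC20 capsaicin (allosteric enhancer portion). Calcium-bound dye fluorescence at 480/520 nm.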
ELG1 DNA repair – qHTS screen for small molecules that inhibit ELG1-dependent DNA repair in human embryonic kidney (HEK293T) cells expressing luciferase-tagged ELG1; HEK293T ELG1-luciferase reporter, luminescence, 16 h; DNA damage induced by 5-fluorouridine; Potency, µM (doses to about 46.1 µM), without a hit: top-dose activity change, negative = inhibition, usual class: inhibitors; hit rate 2.3% among 330,000; AID 504467, 2011; note: potency is the fitted concentration of half-maximal effect; % is set by controls: 0 for no effect and ±100 for the full control effect; nearly all actives have a fitted effect of over 55% in size
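5-Fluorouridine DNA damage + compound/DMSO, 2,000 cells/well, 16 h, 37 °C/5% CO2. ONE-Glo, 30 min RT, luminescence. Readout = decrease in reporter signal.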
hERG WT inh – qHTS for Inhibitors of KCHN2 3.1: Wildtype qHTS | AID 720551, 2013 | U2OS, BacMam KCNH2, thallium flux FluxOr; hits give low values | Voltage-gated inwardly rectifying potassium channel KCNH2 (Homo sapiens), Q12809 | activity change, % at 1.84 µM | hit rate 0.37% among 340,000;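 active = maximum activity change below -70%; inconclusive = maximum activity change between -70% and -50%; inactive = maximum activity change above -50%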; note: % is set by controls: 0 for no effect and ±100 for the full control effect
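U2OS cells were transduced with wild-type KCNH2 virus (2.03 x 10^8 / mL) for 4 h at room temperature, then cultured overnight at 37 C. Thallium flux was read with FluxOr dye. Rate constants were normalized to DMSO controls.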
Eya2 inh – qHTS Assay for Inhibitors of the Phosphatase Activity of Eya2. Protein phosphatase EYA2 (Homo sapiens), O00167. hit rate 0.006% among 330,000. Potency, µM (top dose mostly 76.9 µM), without a hit: at the highest dose activity, negative = inhibition, actives largely listed as inhibitors. recombinant Eya2, OMFP fluorescence dephosphorylation (OMFP is methylfluorescein phosphate); note: potency is the fitted concentration of half-maximal effect; % is set by controls: 0 for no effect and ±100 for the full control effect
Target sequence (O00167 whole entry, looked up): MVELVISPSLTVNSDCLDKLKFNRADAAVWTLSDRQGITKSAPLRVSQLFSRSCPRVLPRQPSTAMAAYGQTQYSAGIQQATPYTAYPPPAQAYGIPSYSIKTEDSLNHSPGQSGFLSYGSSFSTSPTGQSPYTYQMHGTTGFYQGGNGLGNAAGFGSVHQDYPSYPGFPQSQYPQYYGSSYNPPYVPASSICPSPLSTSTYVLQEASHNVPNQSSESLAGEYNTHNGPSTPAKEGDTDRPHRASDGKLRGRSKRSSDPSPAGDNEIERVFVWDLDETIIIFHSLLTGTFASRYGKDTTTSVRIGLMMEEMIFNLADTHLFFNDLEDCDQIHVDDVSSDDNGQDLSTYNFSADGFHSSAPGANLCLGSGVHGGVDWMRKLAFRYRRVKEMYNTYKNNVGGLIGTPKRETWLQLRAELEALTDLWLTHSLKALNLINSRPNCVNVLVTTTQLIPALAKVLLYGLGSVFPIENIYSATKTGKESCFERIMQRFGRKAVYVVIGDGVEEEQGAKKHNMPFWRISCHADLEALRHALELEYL
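Eya2 (0.2 uM) preincubated 10 min at ambient with compound, then OMFP substrate added at 50 uM; 10 min reaction in 50 mM HEPES pH 7.5, 50 mM NaCl, 5 uM MgCl2, 0.05% BSA, 1 mM DTT. Fluorescence read at Ex 485/Em 525 nm.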
* = called active by the depositor; ? = inconclusive; / = not tested or not shown; [ ] = remark or other dose. Unless noted, calls come from the whole dose curve; as a rule, active = well fitted curve in the direction sought with a large enough effect; inconclusive = small, poorly fitted or top-dose-only effect, or another doubt; inactive = no such curve, though single readings can be large; an effect the other way counts as inactive or inconclusive.

SMILES	KCNH2 3.1 inh	Eya2 inh	Mito fusion yeast	TSHR antag	ELG1 DNA repair	USP2a inh	TRPV1 agonist	hERG WT inh	TCR act	A-T KAP1 phos
O=C(Cc1ccccc1)N1CCN(C(=O)c2ccco2)CC1	-6	7%	-2%	14	1%	3%	-7	3	-2%[46.1 µM]	-2%
Clc1ccc(-c2nnc(SCc3nc(-c4ccccc4)no3)o2)cc1	-7	1%	0%	-7	22%	1%	/	31	5%	2%
CCOC(=O)C1CCCc2c1[nH]c1c(C(=O)O)cccc21 (configuration not stated)	-15	7%	10%	-4	0%	1%	-3	11	1%	-3%
COC(=O)Cc1ccc(NC(=S)NCc2ccccc2OC)cc1	-7	-9%	-3%	1	15%	1%	6	-3	/	2%
CC(C)c1nnc(SCC(=O)Nc2ccc3c(c2)OCCO3)n1C	5	-17%	7%	/	3%	2%	0	5	4%	13%
COc1ccc2cc3cc(C(=O)NCc4ccc5c(c4)OCO5)oc3nc2c1	-10	0%	-3%	-3	-14%	3%	0	-1	2%	5%
COc1ccc(N=C2SC(C(N)=O)CC(=O)N2Cc2ccc3c(c2)OCO3)cc1 (configuration not stated)	-5	?	0%	23	-12%	11%	2	17	6%	7%
CCOC(=O)N1CCN(C(=O)c2ccc(CNS(=O)(=O)c3ccc(C)cc3)cc2)CC1	7	7%	5%	-17	-23%	1%	0	-2	4%	-1%
CC(=O)c1sc(NC(=O)COc2ccc([N+](=O)[O-])cc2)nc1C	-26	1%	-9%	8	-5%	1%	1	2	-4%	4%
CC1Cn2c(nnc2C23CC4CC(CC(C4)C2)C3)S1 (configuration not stated)	-8	2%	1%	-14	12%	-1%	1	10	-2%	3%
CCOC(=O)N1CCN(S(=O)(=O)c2cc(Br)cnc2N)CC1	4	7%	-5%	-6	-14%	1%	7	3	-4%	2%
CN(C)c1nc2ccc(OCCN3CCCCC3)cc2s1	9	18%	0%	-2	?	1%	0	-10	2%	5%
Cc1noc(C)c1NC(=O)N(C)C[C@H]1Oc2ccc(NC(=O)CCN3CCOCC3)cc2C(=O)N([C@H](C)CO)C[C@@H]1C	-3	-28%	/	2	13%	5%	/	4	4%	-6%
CC(=O)OC[C@]12CC[C@H]3[C@@](C)(CC[C@H]4C(C)(C)CCC[C@]34C)[C@@H]1C[C@H](C1=CC(=O)O[C@@H]1OC(C)=O)O2	/	-8%	/	-3	-13%	-1%	/	/	/	40µM*
O=C(OCc1nc2ccc(Cl)cc2n1CCO)c1ccccc1C(=O)c1ccccc1	0	0%	1%	-10	-1%	3%	11	-10	2%[46.1 µM]	4%
NC1(C#Cc2ccc3c(=O)c4ccccc4sc3c2)CCCCC1	13	10%	/	-14	?	-1%	/	0	4%	-5%
COC(=O)c1cc(C(=O)Nn2cnnc2)cc([N+](=O)[O-])c1	8	15%	0%	-4	-9%	-1%	2	6	-3%	-10%
Cc1ccc(C(=O)O/N=C(\N)c2ccccn2)cc1C	8	-15%	-2%	-5	?	2%	?	-2	/	-4%
COCCSc1ccccc1C(=O)Nc1cc(C)on1	-5	14%	-4%	4	?	-2%	1	-4	-4%	-5%
O=C(NCc1ccco1)c1sc2ccccc2c1Cl	-5	-5%	5%	-14	?	-1%	3	-8	-3%[46.1 µM]	3%

Two of these compounds in another layout.
CC1Cn2c(nnc2C23CC4CC(CC(C4)C2)C3)S1 (configuration not stated)
  KCNH2 3.1 inh: -8
  Eya2 inh: 2%
  Mito fusion yeast: 1%
  TSHR antag: -14
  ELG1 DNA repair: 12%
  USP2a inh: -1%
  TRPV1 agonist: 1
  hERG WT inh: 10
  TCR act: -2%
  A-T KAP1 phos: 3%

COc1ccc2cc3cc(C(=O)NCc4ccc5c(c4)OCO5)oc3nc2c1
  KCNH2 3.1 inh: -10
  Eya2 inh: 0%
  Mito fusion yeast: -3%
  TSHR antag: -3
  ELG1 DNA repair: -14%
  USP2a inh: 3%
  TRPV1 agonist: 0
  hERG WT inh: -1
  TCR act: 2%
  A-T KAP1 phos: 5%

(listing goes on)
SMILES	KCNH2 3.1 inh	Eya2 inh	Mito fusion yeast	TSHR antag	ELG1 DNA repair	USP2a inh	TRPV1 agonist	hERG WT inh	TCR act	A-T KAP1 phos
CCOC(=O)CN1C(=O)CN(c2ccc(C)cc2)C1=O	-9	-2%	-11%	-8	?	3%	2	-3	-1%[46.1 µM]	-4%
CC(CNc1nc2ccc(Cl)cc2n2cnnc12)c1ccccc1 (configuration not stated)	-16	-31%	22%	-5	?	-1%	25	-22	-3%	4%
COc1ccc(OCCC(=O)OCC(=O)NC(=O)NC(C)C)cc1	6	7%	0%	0	7%	1%	1	7	8%	0%
O=C(COC(=O)c1cccc(S(=O)(=O)N2CCOCC2)c1)Nc1ccc(Cl)cn1	5	5%	3%	-9	5%	2%	1	3	-5%	-3%
COC(=O)c1sc(S(=O)(=O)NC(C)C(=O)O)c(C(=O)OC)c1C (configuration not stated)	3	-5%	-1%	-5	-7%	1%	-1	3	-6%	3%
Nc1nc(SCC(=O)Nc2ccc(S(N)(=O)=O)cc2)n[nH]1	7	5%	6%	-4	10%	-2%	2	5	2%	-1%
CC1CN(C(=S)NC2CCCC2)CC(C)O1 (configuration not stated)	2	2%	-3%	25	-2%	2%	3	-7	1%	10%
COc1cc(OC)c(/C=N/NC(=O)COc2cccc3cccnc23)c(OC)c1	5	?	-5%	-5	10%	11%	0	-6	9%	-4%
Cc1cc(C(F)(F)F)n(-c2nc(C(=O)N/N=C/c3ccc(F)cc3)cs2)n1	3	-4%	4%	11	-11%	-3%	1	8	-3%	7%
O=C(Cn1cc(C(=O)C2CC2)c2ccccc21)NCc1ccc2c(c1)OCO2	3	-24%	-3%	7	-4%	3%	12	2	-11%	1%
CCOc1ccc(C(=O)NCC(=O)N2CCN(Cc3ccccc3)CC2)cc1	5	-4%	/	14	-16%	5%	/	-1	3%	3%
CC(C(=O)NC1=NCCS1)N1C(=O)c2ccccc2C1=O (configuration not stated)	8	-2%	-4%	9	2%	0%	1	2	4%	-3%
Cc1ccc(NC(=S)c2nc3ccccc3[nH]2)cc1	-20	-21%	4%	42	?	0%	?	-21	2%	-8%
CCC(=O)Oc1ccc(C2N(C(=O)CC)CCN2S(=O)(=O)c2ccc(C)cc2)cc1OC (configuration not stated)	0	6%	-13%	-37	0%	-1%	4	3	/	4%
Cn1cccc1CNC(=S)Nc1ccccc1F	-22	-9%	7%	14	9%	1%	6	9	14%	0%
CC(NC(=O)c1ccccc1)C(=O)NNC(=O)c1ccccc1Cl (configuration not stated)	10	0%	-1%	35	13%	1%	4	6	/	-4%
O=C1NC(=O)C2C3c4ccccc4C(c4ccccc43)C12 (configuration not stated)	-6	-14%	-1%	5	-16%	0%	-2	5	2%	-2%
COc1ccc(-c2cc([N+](=O)[O-])ccc2OCC(=O)N(C)CC(=O)Nc2ccc(C)cc2)cc1	3	-30%	18%	-6	-28%	0%	-5	-4	2%	2%
Cc1ccccc1C(=O)N1CCN(c2ccc([N+](=O)[O-])c(N3CCOCC3)c2)CC1	-24	17%	-8%	-7	?	2%	-3	9	1%	-6%
COc1cc(/C=C/C(=O)OCC(=O)NCc2ccc3c(c2)OCO3)cc(OC)c1OC	6	6%	/	7	-2%	-8%	/	1	-4%	-2%
O=C(CCc1ccc(Oc2cc([N+](=O)[O-])cc([N+](=O)[O-])c2)cc1)N1CCCCC1	-18	-5%	20%	0	13µM*	2%	-4	3	-10%	/
CCc1ccccc1NC(=O)c1onc(C)c1Cl	1	3%	2%	12	2%	1%	/	20	-2%	1%

Some of the compounds tested (hit frequency here may not be typical).
